# Source: PubChem
# NCOA1 inh: SRC1 coactivator transcriptional activity inhibitors, primary screen, cell-based, luminescence | HEK293 GAL4-SRC1 luciferase reporter | AID 588354, 2011 | inhibition, % at 3.6 µM | Nuclear receptor coactivator 1 (Homo sapiens), Q15788 | hit rate 0.12% among 360,000;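 active = inhibition above the campaign mean plus 3 SD, with each screening campaign given its own cutoff, cut at about 60% in these data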;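 note: 0% = DMSO treated cells and 100% = gossypol at 36 µM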
# NOD2-RIPK2 inh: NOD2-RIPK2 binding disruptors in cells, primary screen, fluorescence, CHO cells, BLA complementation | Receptor-interacting serine/threonine-protein kinase 2 (Homo sapiens), O43353 | CCF4 ratio | inhibition, % at 4.98 µM | hit rate 0.38% among 360,000; in the data active = inhibition above about 21%;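 note: 0% = vehicle only and 100% = reference blocker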
# TROY NFkB inh: inhibitors of TROY-driven NF-kB signaling, primary screen, Q293 LMP1-TROYcd cells, NF-kB luciferase, uHTS; Q293 LMP1-TROYcd NF-kB luciferase reporter, 4 h; inhibition, % at 10 µM; hit rate 0.98% among 360,000; AID 1347056, 2019;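 active = compounds whose plate-normalised and pattern-corrected inhibition of the luciferase reporter signal at the single screening dose is 50% or more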
# LMP1 NFkB inh: EBV LMP1-driven NF-kappaB luciferase reporter inhibitors, primary screen, cell-based, luminescence, single point; LMP1-induced NF-kappaB luciferase reporter cells; hit rate 0.69% among 350,000; inhibition, % at 12.5 µM; in the data active = inhibition above about 41%;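 note: 0% = neutral control wells and 100% = reference inhibitor control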
# TRAIL sens C8: viability loss with TRAIL in NB7+C8 cells, primary screen, TRAIL sensitizer project, cell-based, ATPlite luminescence; inhibition (viability loss, TRAIL sensitization), % at 10 µM; hit rate 1% among 360,000;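 active = compounds causing at least 50% loss of cell viability in the single-dose screen, relative to plate controls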
# LRH-1 inv ag: LRH-1 (NR5A2) inverse agonists, primary screen, cell-based, luminescence, HEK293T, StAR-luciferase reporter | inhibition, % at 3.6 µM | Nuclear receptor subfamily 5 group A member 2 (Homo sapiens), O00482 | LRH-1 transfected, 24 h | hit rate 0.13% among 360,000;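 active = inhibition above the mean inhibition of all tested compounds plus 3 SD, cut at about 73% in these data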;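 note: 0% = DMSO wells and 100% = reporter-only cells lacking LRH-1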
# TLR9-MyD88 inh: inhibitors of TLR9-MyD88 association in cells, primary screen, cell-based, CHO, BLA complementation, fluorescence | AID 504734, 2011 | inhibition, % at 4.98 µM | CCF4 FRET ratio | hit rate 0.21% among 340,000;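 active = inhibition above the mean over all tested compounds plus 3 SD, cut at about 21% in these data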;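 note: 0% = DMSO only wells and 100% = clavulanate BLA inhibitor control wells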
# Target sequence (Q99836 whole entry, looked up): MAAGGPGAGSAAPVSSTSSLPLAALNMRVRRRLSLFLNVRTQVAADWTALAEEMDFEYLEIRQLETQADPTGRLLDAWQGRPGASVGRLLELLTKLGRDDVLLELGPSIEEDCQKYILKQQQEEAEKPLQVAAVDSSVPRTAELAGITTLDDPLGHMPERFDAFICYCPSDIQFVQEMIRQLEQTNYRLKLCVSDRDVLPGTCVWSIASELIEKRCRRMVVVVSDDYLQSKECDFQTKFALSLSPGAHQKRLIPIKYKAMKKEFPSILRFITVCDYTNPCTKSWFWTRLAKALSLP
# Target sequence (Q9NR96 whole entry, looked up): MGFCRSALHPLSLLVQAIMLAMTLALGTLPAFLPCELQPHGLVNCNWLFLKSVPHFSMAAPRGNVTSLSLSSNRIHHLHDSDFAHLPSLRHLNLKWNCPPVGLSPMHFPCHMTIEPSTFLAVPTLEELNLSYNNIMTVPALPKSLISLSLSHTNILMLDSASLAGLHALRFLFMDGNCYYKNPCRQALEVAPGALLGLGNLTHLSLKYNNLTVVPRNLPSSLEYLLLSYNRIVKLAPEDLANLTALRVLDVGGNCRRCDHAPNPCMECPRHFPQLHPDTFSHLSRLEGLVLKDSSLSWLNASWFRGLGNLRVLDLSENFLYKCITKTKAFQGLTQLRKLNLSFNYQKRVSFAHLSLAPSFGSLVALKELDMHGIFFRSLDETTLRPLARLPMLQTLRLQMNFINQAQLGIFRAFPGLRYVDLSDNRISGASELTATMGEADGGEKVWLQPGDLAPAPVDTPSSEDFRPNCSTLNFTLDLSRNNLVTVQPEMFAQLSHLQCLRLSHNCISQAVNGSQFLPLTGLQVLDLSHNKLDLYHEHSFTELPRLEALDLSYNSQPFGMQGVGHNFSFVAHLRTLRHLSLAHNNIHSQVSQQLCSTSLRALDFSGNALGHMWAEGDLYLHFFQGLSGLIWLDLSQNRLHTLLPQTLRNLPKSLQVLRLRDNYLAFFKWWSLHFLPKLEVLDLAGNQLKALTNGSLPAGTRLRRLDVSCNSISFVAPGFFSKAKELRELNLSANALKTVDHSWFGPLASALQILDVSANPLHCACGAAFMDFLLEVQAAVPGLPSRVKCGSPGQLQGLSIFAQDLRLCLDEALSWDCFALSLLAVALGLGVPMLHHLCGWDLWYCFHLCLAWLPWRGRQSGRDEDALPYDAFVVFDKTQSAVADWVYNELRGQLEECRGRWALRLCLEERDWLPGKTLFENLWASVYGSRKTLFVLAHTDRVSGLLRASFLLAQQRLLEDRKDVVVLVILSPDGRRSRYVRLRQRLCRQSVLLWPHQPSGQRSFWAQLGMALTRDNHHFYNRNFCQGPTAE
# NCOA2 inhibitor: inhibition of GAL4-SRC2 driven luciferase reporter, primary screen, SRC2 inhibitor project, cell-based, luminescence; hit rate 0.17% among 370,000; AID 651957, 2012; HEK293 GAL4-SRC2 luciferase reporter; Nuclear receptor coactivator 2 (Homo sapiens), Q15596; inhibition, % at 9 µM;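 active = inhibition above the mean inhibition of all tested compounds plus 3 SD, set per campaign, cut at about 52% in these data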;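 note: 0% = DMSO treated cells and 100% = cells given Gossypol at 36 µM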
# TWEAK-Fn14 inh: inhibitors of TWEAK-Fn14 signaling, primary screen, luciferase reporter cells, uHTS. AID 1159606, 2016. inhibition, % at 10 µM. TWEAK-stimulated Fn14 reporter cells, luciferase luminescence, 8 h. hit rate 2% among 360,000; in the data active = inhibition above about 50%
# NCOA3 inh: SRC3 coactivator transcriptional activity inhibitors, primary screen, cell-based, luminescence | inhibition, % at 3.6 µM | HEK293 GAL4-SRC3 luciferase reporter | hit rate 0.17% among 360,000;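 active = inhibition above a per-campaign cutoff, the mean of all compounds plus 3 SD, cut at about 60% in these data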;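 note: 0% = DMSO-treated cells and 100% = gossypol-treated cells at 36 µM; higher means less SRC3-driven luciferase light from the GAL4 reporter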
# NR2F2 inh: NR2F2 transcriptional activity inhibitors, primary screen, cell-based, luciferase reporter, HEK293T, luminescence; COUP transcription factor 2 (Homo sapiens), P24468; HEK293T NGFI-A luciferase reporter; inhibition, % at 8.6 µM; hit rate 0.7% among 370,000;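 active = inhibition above a per-plate cutoff, mean inhibition of test wells between control levels plus 3 SD, cut at about 38% in these data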;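 note: cells cotransfected with COUP-TFII expression vector driving the NGFI-A reporter; 0% = median of COUP-TF2 test wells and 100% = reporter-only cells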
# Starred values were filed as active, the others as inactive; / = not tested or not shown; & = joins results of further samples. Only part of the results is shown. The share of hits here may be higher or lower than overall.
No.	SMILES	NOD2-RIPK2 inh	TWEAK-Fn14 inh	LRH-1 inv ag	NCOA3 inh	TRAIL sens C8	NR2F2 inh	LMP1 NFkB inh	TROY NFkB inh	TLR9-MyD88 inh	NCOA2 inhibitor	NCOA1 inh
1	COc1ccc(NC(=S)Nc2cnc3ccccc3c2)c(OC)c1	-10	8	11	9	14	3	-7	-1	2	17	4
2	COC(=O)c1c(N)n(CCCN2CCOCC2)c2nc3ccccc3nc12	-13	2	3	-16	-13	-4	-6	7	-5	-53	9
3	CCCOC(=O)CCCCC1SCC(NC(=O)OC)C1NC(=O)OC (stereo unspecified)	-1	-11	8	-6	12	-7	-3	8	-8	-4	-31
4	Cc1ccc(N(CC(=O)NC2CCCCC2C)S(=O)(=O)c2c(C)nn(C)c2C)cc1 (stereo unspecified)	-6	4	7	5	18	-10	9	-19	2	-20	3
5	COc1ccc(C(NC(=O)C(C)(C)C)NC(=O)C(C)(C)C)cc1	-3	-3	11	-27	-7	10	-2	23	5	9	-9
6	CCOC(=O)CNC(=S)N(Cc1ccco1)Cc1ccccc1Cl	-1	23	3	-1	-4	14	2	-4	-10	-12	1
7	CC1=NNC(=O)/C1=C\c1cn(-c2ccccc2)nc1-c1cccs1	60*	109*	-9	0	39	17	10	88*	7	-32	1
8	CCOc1c(N2CC(C)OC(C)C2)c(=O)c1=O (stereo unspecified)	0	0	-74	-79	8	-9	-17	2	8	-6	-65
9	O=S(=O)(Nc1ccc(C(O)(C(F)(F)F)C(F)(F)F)cc1)c1ccc(Cl)c2nonc12	29*	76*	21	10	13	/	/	10	/	/	2
10	O=C(/C=C/c1ccccc1[N+](=O)[O-])N1CCOCC1	-5	19	7	-30	-12	-9	-8	-15	-5	9	-10
11	Cc1ccc(NC(=O)COC(=O)CC2CCCC2)cc1F	13	-29	14	4	-17	2	-5	-29	-2	-5	4
12	CCCCc1cc(=O)oc2c(CN3CCCC3)c(O)ccc12	-3	-2	-8	7	6	12	-4	-13	-8	-2	-6
13	COc1ccc(/C=N/NC(=O)c2nc(-c3ccccc3)n(-c3ccccc3)n2)c(O)c1	-10	10	7	1	14	-5	19	11	-3	-8	24
14	COc1ccc(N2C(=O)CC(N3CCC(C(N)=O)CC3)C2=O)cc1 (stereo unspecified)	-3	-1	4	-26	-8	-10	-2	3	-6	-8	-21
15	Fc1cccc(Cc2c(-c3ccco3)nc3c(Cl)cc(C(F)(F)F)cn23)c1	-8	15	1	-13	6	3	/	12	/	-8	-6
16	Brc1cc2c(cc1C1OCCCO1)OCO2	1	1	12	1	-20	4	-1	10	-1	-5	-16
17	COc1ccc(N(C(=O)c2snc(C(N)=O)c2N)C(C(=O)NCc2ccccc2)c2ccc(O)cc2)cc1 (stereo unspecified)	-2	24	3	-11	3	-15	-12	12	8	-20	-15
18	CNC(=O)Nc1cccc(C(F)(F)F)c1	-4	-10	-2	-25	0	8	8	-2	-3	-1	-16
19	O=C(CN1C(=O)NC2(CCCC2)C1=O)OCc1c(F)cccc1Cl	-1	-22	-14	8	-14	8	-5	-42	3	-9	-18
20	COc1ccc(/C=N\NS(=O)(=O)c2ccc(Cl)cc2)cc1COc1ccccc1[N+](=O)[O-]	-7	-11	2	21	6	2	5	14	4	-3	4
21	COc1ccc(C2=NN(C(=O)CSc3nnc(-c4ccccc4F)o3)C(c3ccco3)C2)cc1 (stereo unspecified)	6	13	3	-12	-12	9	9	-5	2	-3	-7
22	CN1CCc2c(c3ccccc3n2Cc2ccccc2)C1	-2&6	-15&-9	5&13	7&15	-7&-8	-21&-6	-1&-8	-16&-13	2&-1	-2&16	-14&-12
23	O=C(CCCOc1ccccc1)Nc1cccc(C(=O)O)c1	-7	-2	-8	-6	-1	-17	5	-24	-4	-31	-17
24	CC1(C(=O)Nc2cccc(C#N)c2)CCN1C(=O)Cc1ccc(-c2ccccc2)cc1 (stereo unspecified)	8	57*	14	12	21	52*	/	23	/	2	9
25	COc1cccc(-c2nn(-c3ccc(C)cc3)cc2C(=O)N2CCc3cc(OC)c(OC)cc3C2)c1	-13	6	1	6	25	-4	-3	-21	-11	-10	-10
26	CC(C)CN(C(=O)COC(=O)c1cccc2ccccc12)c1c(N)n(Cc2ccccc2)c(=O)[nH]c1=O	-10	3	-1	-1	-10	-10	11	-16	2	-15	1
27	CC(=O)n1cc(/C=N/NC(=O)c2ccccc2Cl)c2ccccc21	5	-27	-28	-16	-21	/	-5	-10	-11	/	-22
28	COCCN(CCOC)S(=O)(=O)c1ccc(OC)cc1	0	3	2	13	-9	-4	1	2	-4	-9	-14
29	COc1ccc(C(=O)N/C(=C\c2ccccc2)C(=O)Nc2ccc(C(=O)NCC(=O)O)cc2)cc1	-7	-10	-8	2	-7	-6	7	-9	0	-18	3
30	Cc1cc(C)nc(/N=C2/NC(=O)CS2)n1	-11	7	12	-11	8	-25	-14	-3	0	-25	4
31	Cn1c2ccccc2c2cnn(CC(=O)O)c(=O)c21	-2	16	4	-2	-7	-14	3	2	-9	-9	-2
32	COc1ccccc1C(CC(=O)Nc1nccs1)c1ccco1 (stereo unspecified)	9	-14	-14	4	-5	-8	-1	-35	15	5	-6
33	CCC1=NN(C(=O)Cc2ccc(OC)cc2)C(O)(C(F)(F)F)C1 (stereo unspecified)	-8	6	-10	2	11	-2	-3	1	2	1	3
34	O=C(NCc1cccnc1)c1cccc(F)c1	-7	-2	2	-2	-10	1	-3	2	-7	3	-17
35	COc1cc(CNc2ccc3c(c2)CCC3)cc(OC)c1O	-5	37	7	-5	-5	-27	3	10	-10	-11	-1
36	COc1ccc(/C=N/OCC(=O)Nc2cc(C)on2)cc1OC	8	-3	-10	16	-3	2	4	-14	14	4	-2
37	CCCCc1oc2c(c(=O)c1C)C(=O)CC(c1ccccc1)C2 (stereo unspecified)	-1	11	21	-3	-17	9	9	0	4	17	-8
38	CCCn1ncc(CN2CCC(C(=O)Nc3cccc(-c4cccc(F)c4)c3)CC2)c1C	-9	-21	-5	5	23	8	3	-7	-5	-16	9
39	CCOc1cc2[nH]c(=S)n(CCCC(=O)NCc3ccco3)c(=O)c2cc1OCC	-4	-10	-5	-4	1	/	6	7	5	/	8
40	COc1cccc(C(=O)NC(=S)Nc2ccc(Cl)cc2C(=O)O)c1	1	28	10	25	1	10	2	-13	10	-7	-15
41	O=C(CCCC(=O)c1ccc(O)cc1)c1ccc(O)cc1	-7	27	-151	-121	-4	-52	-1	-41	2	-81	-106
42	CC(=O)CSc1nc2nccnc2[nH]1	0	5	11	-4	0	0	7	12	-1	5	10
43	O=C(Cc1ccccc1)N1CCN(c2ccccc2F)CC1	4	-15	12	4	-9	20	-5	1	-3	14	-7
44	CN(C)C(=O)c1nc2ccccc2s1	-11	18	-26	-13	22	-8	-11	21	8	-51	-19
45	COc1ccc(C(=O)NC(=S)Nc2cccnc2)cc1OC	2	-23	-21	21	8	-2	1	47	0	-50	-10
46	CCOc1ccccc1CN(Cc1ccco1)S(=O)(=O)c1ccc(-n2cnnn2)c(OC)c1	-6	-1	0	16	14	2	5	7	4	-10	3
47	CC(C)CN1CCC(=O)N([C@H](CO)Cc2ccccc2)CC1	6	-11	-9	0	-3	4	-1	-15	2	-4	3
48	OC(c1ccc(Cl)c(F)c1)c1ncc(-c2ccc(Oc3ccccc3)cc2)[nH]1 (stereo unspecified)	-6	30	0	3	8	11	/	40	/	-7	-14
49	COc1ccc(NC(=O)c2cc(F)cc(F)c2)cc1S(=O)(=O)N1CCCCC1	3	22	-11	-24	-2	23	5	-3	-6	5	10
50	COc1ccc(OC)c(CCNC(=O)CN2C(=O)COc3ccc(S(=O)(=O)N4CCOCC4)cc32)c1	-7	-6	-2	3	-8	-10	-2	-21	-10	5	-6

# Following part:
No.	SMILES	NOD2-RIPK2 inh	TWEAK-Fn14 inh	LRH-1 inv ag	NCOA3 inh	TRAIL sens C8	NR2F2 inh	LMP1 NFkB inh	TROY NFkB inh	TLR9-MyD88 inh	NCOA2 inhibitor	NCOA1 inh
51	O=S(=O)(c1cnccc1N1CCN(CCO)CC1)N1CCCCC1	-4	8	0	-8	5	-5	-6	-7	-3	-4	7
52	Cc1ccc(OCC(=O)c2cc(C)n(C3CC3)c2C)c([N+](=O)[O-])n1	2	19	-17	-1	0	-14	-6	13	8	-7	-18
53	O=c1cc(-c2ccc(O)cc2)oc2cc(O)c([C@@H]3O[C@H](CO)[C@@H](O)[C@H](O)[C@H]3O)c(O)c12	-10	-17	-2	-6	-9	-4	-13	9	-1	24	1
54	O=C(c1cc(-c2ccc3c(c2)OCO3)on1)N1CCCCC1	-4	78*	-44	-46	57*	0	27	48	-3	-13	-48
55	CN(C)NC1CC(=O)N(c2ccccc2)C1=O (stereo unspecified)	-5	2	9	4	-7	7	0	-23	-1	-27	-3
56	O=C(CSc1ccc(-c2cccs2)nn1)Nc1ccccc1	-15	-12	-44	4	33	-2	0	-34	-3	7	-15
57	O=C(CN(Cc1ccco1)C(=O)CNS(=O)(=O)c1ccccc1)NCc1ccc(F)cc1	-3	14	-9	-3	-4	-7	-7	4	0	4	5
58	O=C(Cc1ccc(Br)cc1)Nc1cccc(-c2cn3c(n2)SCC3)c1	-6	-18	-27	2	-4	-7	9	6	1	-17	-19
59	Cc1noc(C)c1NC(=O)Nc1cccc2c1O[C@H](CN(C)C(=O)Nc1ccc(C(F)(F)F)cc1)[C@@H](C)CN([C@H](C)CO)C2=O	-5	0	-8	-3	-3	7	4	7	-14	4	-11
60	COC(=O)c1ccccc1NC(=O)CSc1nc2ccsc2c(=O)n1CCCCC(=O)O	-12	-7	-23	-4	-1	-23	-14	-10	5	-6	-19
61	COc1ccc(NC(=O)c2ccccc2NC(=O)CSc2ccc(C)cc2)cc1	11	-27	-51	-20	2	-15	-7	-19	9	-16	-14
62	O=C(CNC(=O)Cc1ccccc1)NCC(=O)OCC(=O)c1ccc(Cl)cc1	-7	11	1	29	17	-8	0	-18	3	-12	13
63	CC(C)(C)NC(=O)COC(=O)/C=C/c1ccccc1[N+](=O)[O-]	-1	-14	16	17	-7	-9	3	-11	-8	0	3
64	Cc1sc2nc(CN(Cc3ccccc3)C(=O)NC3CCCCC3)[nH]c(=O)c2c1C	-6	-17	7	-4	-13	25	2	13	4	-1	-6
65	CCCCC(=O)Nc1c2c(nn1-c1ccc(C)cc1)CS(=O)(=O)C2	-7	13	-4	9	3	12	4	9	-14	-2	0
66	CC1CCCCN1c1ncnc(N)c1[N+](=O)[O-] (stereo unspecified)	-5	61*	5	43	-13	37	22	37	14	43	45
